Screening data deposited in PubChem by National Center for Advancing Translational Sciences (NCATS).
KDM5B inhibitor: Primary screen for KDM5B Histone Demethylases FDH-coupled qHTS; 220,000 compounds, 2.6% hits; Potency, µM (top dose mostly 57.7 µM), for the others: top-dose activity change, negative = inhibition, hits mostly inhibitors; KDM5B demethylase, FDH-coupled NADH fluorescence (FDH is formaldehyde dehydrogenase); Lysine-specific demethylase 5B (Homo sapiens), Q9UGL1; AID 1347165, 2019; active = well fitted inhibition curve with a large enough effect; inconclusive = small, poorly fitted or top-dose-only effect; inactive = no such curve, though single readings can be large or run the other way; note: 0% is about no effect; nearly all actives have a fitted effect of over 70% in size
Target sequence (Q9UGL1 whole entry, looked up): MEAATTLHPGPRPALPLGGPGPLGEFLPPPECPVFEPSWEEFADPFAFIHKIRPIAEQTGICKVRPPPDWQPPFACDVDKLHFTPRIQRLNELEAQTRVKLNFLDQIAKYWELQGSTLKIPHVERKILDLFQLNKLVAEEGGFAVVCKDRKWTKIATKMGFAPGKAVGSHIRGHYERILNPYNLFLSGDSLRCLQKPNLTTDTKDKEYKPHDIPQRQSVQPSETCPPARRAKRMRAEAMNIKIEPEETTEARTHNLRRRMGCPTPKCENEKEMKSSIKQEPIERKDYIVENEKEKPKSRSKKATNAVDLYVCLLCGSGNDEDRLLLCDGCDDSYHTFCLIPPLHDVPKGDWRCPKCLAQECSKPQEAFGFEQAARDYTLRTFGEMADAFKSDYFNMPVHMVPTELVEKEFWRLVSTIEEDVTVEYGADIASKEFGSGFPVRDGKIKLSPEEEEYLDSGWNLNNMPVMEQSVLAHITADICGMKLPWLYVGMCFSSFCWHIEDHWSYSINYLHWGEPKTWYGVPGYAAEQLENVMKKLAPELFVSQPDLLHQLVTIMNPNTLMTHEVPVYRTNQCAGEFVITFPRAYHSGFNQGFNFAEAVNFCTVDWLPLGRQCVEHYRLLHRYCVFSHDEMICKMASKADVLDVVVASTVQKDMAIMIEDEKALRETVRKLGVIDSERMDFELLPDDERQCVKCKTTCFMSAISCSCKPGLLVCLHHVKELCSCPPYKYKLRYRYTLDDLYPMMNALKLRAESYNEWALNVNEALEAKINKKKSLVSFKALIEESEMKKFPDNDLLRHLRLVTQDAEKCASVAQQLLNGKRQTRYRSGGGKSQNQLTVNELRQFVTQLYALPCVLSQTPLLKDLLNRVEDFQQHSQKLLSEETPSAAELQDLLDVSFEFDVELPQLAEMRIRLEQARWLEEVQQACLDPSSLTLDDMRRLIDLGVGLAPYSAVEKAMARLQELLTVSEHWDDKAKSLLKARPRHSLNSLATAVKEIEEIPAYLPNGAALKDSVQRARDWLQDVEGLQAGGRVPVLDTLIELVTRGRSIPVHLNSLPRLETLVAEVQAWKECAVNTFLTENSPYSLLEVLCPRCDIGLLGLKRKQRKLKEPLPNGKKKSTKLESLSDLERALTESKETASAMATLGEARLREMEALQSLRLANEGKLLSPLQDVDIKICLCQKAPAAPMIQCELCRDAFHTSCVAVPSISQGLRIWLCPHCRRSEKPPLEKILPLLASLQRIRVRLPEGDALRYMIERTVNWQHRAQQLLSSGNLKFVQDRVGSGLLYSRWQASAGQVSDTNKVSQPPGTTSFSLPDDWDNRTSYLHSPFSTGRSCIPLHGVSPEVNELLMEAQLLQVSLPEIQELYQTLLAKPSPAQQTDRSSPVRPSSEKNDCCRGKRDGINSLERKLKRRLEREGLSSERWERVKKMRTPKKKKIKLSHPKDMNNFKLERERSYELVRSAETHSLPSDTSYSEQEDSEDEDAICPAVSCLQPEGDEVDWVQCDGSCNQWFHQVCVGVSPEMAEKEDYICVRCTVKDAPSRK
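qHTS format, multiple compound concentrations. Buffer 50 mM HEPES pH 7.5/0.01% Tween-20; 200 nM KDM5BΔAP final; 10 min compound preincubation; substrate-mix levels 12.5 µM peptide, 25 µM α-KG, 0.25 mM NAD⁺; 30 min RT; ΔRFU.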
Starred values were filed as active, the others as inactive; ? = inconclusive; [ ] = dose if it differs, or a comment. Potency is the fitted concentration of half-maximal effect.

The opening four entries (preview)
canonical_smiles	KDM5B inhibitor
CCOc1ccc(CN2CCN(Cc3ccc4c(c3)c3ccccc3n4CC)CC2)cc1	?
COc1ccc(C(=O)N(Cc2cc(OC)c(OC)c(OC)c2)C2CCS(=O)(=O)C2)cc1Cl (centres undefined)	16%
COc1ccc(C(=O)N2CC[C@@H](CC(=O)O)[C@@H](CCN3CCCN(C(C)=O)CC3)C2)cc1	-20%
CCCCn1c(=O)[nH]c(=O)c2c1nc(CSc1nnc(-c3ccco3)n1C1CCCCC1)n2CC	-4%

The listing, from the first entry:
canonical_smiles	KDM5B inhibitor
CCOc1ccc(CN2CCN(Cc3ccc4c(c3)c3ccccc3n4CC)CC2)cc1	?
COc1ccc(C(=O)N(Cc2cc(OC)c(OC)c(OC)c2)C2CCS(=O)(=O)C2)cc1Cl (centres undefined)	16%
COc1ccc(C(=O)N2CC[C@@H](CC(=O)O)[C@@H](CCN3CCCN(C(C)=O)CC3)C2)cc1	-20%
CCCCn1c(=O)[nH]c(=O)c2c1nc(CSc1nnc(-c3ccco3)n1C1CCCCC1)n2CC	-4%
Cc1ccc(-c2csc3ncnc(Sc4nnc(CN5CCCC5)o4)c23)cc1	2%
COc1ccc(C(=O)N[C@@H]2CCC[C@@H]2C(=O)NCCC(C)C)cc1	1%
CCn1cc(S(=O)(=O)N2CCC3(CC2)C(C(=O)O)CC(=O)N3C)c(C)n1 (centres undefined)	-7%
CC(C)c1noc(-c2cn(C3CCN(C(=O)c4ccc(F)c(F)c4)CC3)nn2)n1	-20%
COc1cc(OC)c2cc(C(=O)Nc3ccccc3)[nH]c2c1OC	?
CC(C)[C@H](NC(=O)[C@H](C(C)C)n1nnc2ccccc2c1=O)C(=O)O	12%
Cc1cccc(C(=O)Nc2nc(-c3nnn(-c4cc(F)ccc4F)c3C)ns2)c1	14%
N#Cc1nc(COc2cccc(Cl)c2)oc1NCc1ccc2c(c1)OCO2	-8%
Cc1nc(CN2C(=O)OC3(CCN(Cc4c[nH]c5ccccc45)CC3)C2(C)c2ccccc2)cs1 (centres undefined)	?
CCN(c1ccccc1)S(=O)(=O)c1ccc(C(=O)NC2CC(C)(C)NC(C)(C)C2)cc1	6%
Cc1cccc(C(C)C)c1NC(=O)c1nn(C)c(=O)c2ccccc12	17%
CCCC(=O)Nc1ccc(NC(=O)c2sc3ccccc3c2Cl)cc1	?
O=C(Cn1nc(-c2ccccc2)c2ccccc2c1=O)Nc1ccc(C(=O)N2CCCCC2)cc1	12%
CCOc1ccccc1C(=O)NCc1nnc2ccc(-c3ccc(C)c(C)c3)nn12	32µM*
COc1ccc(CNC(=O)CC2CCCN(c3cn[nH]c(=O)c3)C2)cc1 (centres undefined)	-15%
Cc1ccc(NC(=O)CSc2nc3ccccc3c(=O)n2CCC(=O)NC2CCCCC2)cc1C	8%
COC(=O)CN1CCN(c2nc3c(c(=O)[nH]c(=O)n3C)n2Cc2ccccc2Cl)CC1	-2%
O=C(Nc1ccc2c(ccn2CCN2CCOCC2)c1)C1CC1	5%
CCC1(N2CCN(S(=O)(=O)c3cc(F)cc(F)c3)CC2)CCN(S(C)(=O)=O)C1 (centres undefined)	16%
Clc1cnc(N/N=C/c2ccc(Br)cc2)c(Cl)c1	?
Cc1ccc(CCC(=O)N2CCC(Cn3cc(CO)nn3)CC2)cc1C	-10%
CCCNC(=O)CCC(=O)N1CCCn2nc(-c3cn(C)c4ccccc34)cc21	-8%
CCOc1ccc(CCNc2nc3c(-c4ccc(C)cc4)nnn3c3ccccc23)cc1OCC	-7%
Cc1cn2c(=O)c(S(=O)(=O)Nc3ccc(N4CCOCC4)cc3)c(C)nc2s1	-8%
Cc1oc(-c2ccccc2)nc1C(=O)Nc1ccc(F)c(C(N)=O)c1	-1%
O=C(NC1CCCC1)c1cccc2ncccc12	20%
O=C(O)CCc1cc2n(n1)CCCN(C(=O)CN1CCOC1=O)C2	-11%
CCOCCCNC(=S)Nc1ccc2nc(N3CCOCC3)cc(C)c2c1	?
O=C(c1ccccc1)n1nc(-c2ccccc2)nc1NCc1ccc(F)cc1	-20%
CCOc1ccc(NC(=O)Cn2c(=O)n(CC3CCC(C(=O)NCCc4ccccc4)CC3)c(=O)c3ccccc32)cc1 (centres undefined)	-1%
COc1ccc(CNC(=O)c2nccnc2N)cc1	?
O=C(NCC1(COc2cnccn2)C[C@@H](O)[C@@H](O)C1)C1CCOCC1 (some centres undefined)	?
COc1ccc([S+](=O)([O-])c2nnn3c2nc(NCc2ccc(F)cc2)c2ccccc23)cc1	-15%[115 µM]
Cc1cc(NC(=O)COc2cccc(Cl)c2)n(C)n1	9%
COc1cc2nc(NCCC(C)C)n3nc(-c4ccccc4)nc3c2cc1OC	-27%
C=CCNC(=O)C(NC(=O)c1ccc(OC)cc1)C1CCN(C(=O)c2cccc(OC)c2)CC1 (centres undefined)	-8%
Cn1c(=O)c2c([nH]c(=O)n2Cc2ccccc2F)n(C)c1=O	-20%
Cc1cc(CN(C)c2cc(C3CC(N)C3)nc(N)n2)no1 (centres undefined)	17%
Cc1ccc(CNC(=O)c2oc3ccc(S(=O)(=O)N4CCC(C)CC4)cc3c2C)cc1	-9%
Cc1cc(C)cc(Nc2nc3ccccc3nc2NS(=O)(=O)c2ccc(F)cc2)c1	4%
CN(C)c1ccc(CN2CCn3c(nnc3C3CCNCC3)C2)cc1	?
COCCn1c(SCC(=O)N(C)CCOc2ccc(Cl)cc2)nnc1-c1ccccc1	20%
O=C(NCC1(COc2cccnc2)C[C@@H](O)[C@@H](O)C1)c1cnccn1 (some centres undefined)	-17%[86.2 µM]
CC(C)CN(C(=O)CC1COc2ccc(C(=O)N(C)C)cc2N1C)C1CC1 (centres undefined)	-7%
CCCCCCOC(=O)C1=CN(C)S(=O)(=O)N=C1C	-10%
O=C1COc2ccc(-c3ccccc3)nc2CN1Cc1ccccc1F	-3%[86.2 µM]
Cc1ccc(NC(=S)NN)cc1	-19%
COc1cccc(-c2noc(CC3CCN(C(=O)c4cc(OC)c(OC)c(OC)c4)CC3)n2)c1	-5%
COC(=O)c1ccc(NC(=O)N2CCC(CN3CCc4ccccc4C3)CC2)cc1	?
O=C(O)[C@H]1C[C@@H](C(=O)N2CCCC2)CN(Cc2ccc(F)cc2F)C1	-11%
COc1ccc(S(=O)(=O)N2CCOC2CNC(=O)C(=O)NCCCN2CCOCC2)cc1C (centres undefined)	22%
CCn1ncnc1C(C)NC(=O)c1coc(COc2ccc3c(c2)OCO3)n1 (centres undefined)	-5%
C=CCO[C@@H]1CCN2C(=O)c3cc(-c4ccccc4)ccc3NC(=O)[C@H]12	-27%[86.2 µM]
CCCCNc1oc(-c2ccc(COc3ccccc3C)o2)nc1C#N	?
c1ccc(-c2nnc(CN3CCN(c4ccccn4)CC3)o2)cc1	-7%
CNC(=O)C1(N2CCC[C@H]2C(=O)N2CCCCCC2)COC1	3%[86.2 µM]

(more compounds)
canonical_smiles	KDM5B inhibitor
CN(C(=O)Nc1ccc(C(C)(C)C)cc1)C1CCCCC1	23%
CCOC(=O)c1ccc(NC(=O)C(CC)Sc2nnc3c4ccccc4n(C)c3n2)cc1 (centres undefined)	-5%
CCc1nncn1C1CCN(C(=O)Nc2ccc(F)c(Cl)c2)C1 (centres undefined)	-5%
Cc1[nH]c2ccc(F)cc2c1CC(=O)NCC(C)C	4%
O=C(O)c1ccc(Br)cc1	15%
CCOC(=O)C1=C(C)N=C2SC=C(CC(=O)NCc3ccco3)N2C1c1ccccc1Cl (centres undefined)	?
CCc1cc(C(=O)NCc2ccc(F)cc2)no1	7%[11.5 µM]
CCOc1cc(=O)n2c(c1C(=O)Nc1ccccc1CC)CCCC2	-2%
O=C(C[C@@H]1O[C@H](CNC(=O)c2ccccc2)[C@@H](O)[C@H]1O)NCCN1CCOCC1	16%[86.2 µM]
Cc1cc(C)n(-c2nc(C)c(C)c(=O)n2CC(=O)Nc2ccc(Cl)c(Cl)c2)n1	-24%
Cn1c(=O)c2c(nc(N3CCC(C(N)=O)CC3)n2CCCc2ccccc2)n(C)c1=O	16%
Clc1cccc(-c2csc(-c3nc(-c4ccc(Br)s4)cs3)n2)c1	7%
NCc1ccc(-c2cccc(O)c2)cc1	?
CCOC(C)C(=O)NCCSCc1cccs1 (centres undefined)	20%
CCN1CCN(CCNC(=O)c2cc(-c3ccc(Cl)cc3)cn2CC)CC1	9%
Cc1cc(CN2CC(Oc3ccc4c(c3)OCO4)C2)no1	13%[149 µM]
Cc1noc(C)c1CCCNC(=O)c1ccc(N2CCN(CC3CC3)CC2)nc1	28µM*
COc1ccccc1NC(=O)c1coc(=O)c(Br)c1	?
CSc1ncc(C(=O)N2CCN(c3cc(Cl)ccc3C)CC2)c(C)n1	-28%
O=S(=O)(NCC1CCCN(Cc2ccccc2O)C1)c1cccc2cccnc12 (centres undefined)	8%
COCC1CN(Cc2ccc(Cl)c(F)c2)CC12CCNCC2 (centres undefined)	?
CCn1ccc(C(=O)Nn2c(C)nc3sc4c(c3c2=O)CCC(C)C4)n1 (centres undefined)	-8%
O=C(c1ccncc1)N1CCC[C@H]1c1nc(-c2ccccc2)no1	0%
Cc1cc(C)c(NC(=O)Cn2cnc3c2c(=O)n(C)c(=O)n3C)c(Cl)c1	-3%
O=C(c1ccc(Cn2ccn3nc4c(c3c2=O)CCCC4)cc1)N1CCN(c2ccccc2F)CC1	-18%
Cc1cccc(CNC(=O)CN2C(=O)CCCc3ccccc32)c1	-12%
O=C(CSc1nc2ccccc2c(=O)[nH]1)NC1CCCCC1	4%
C[C@@H](NC(=O)[C@@H]1C[C@@H](NS(=O)(=O)c2cn(C)cn2)CCN1C(=O)c1ccco1)C(N)=O	-14%
O=C(Cn1c(=O)nc(-c2ccccc2)c2ccccc21)NCc1ccc(Cl)cc1	-27%
COC[C@H]1CCCN1C[C@@H]1C=C(C)[C@H](Cc2nnc(-c3cccnc3)o2)C[C@H]1C(C)C	?
Cc1cc(/C=C(/C#N)C(N)=O)c(C)cc1/C=C(/C#N)C(N)=O	-12%
CNC(=O)[C@@H]1CN(C(=O)c2conc2C)C[C@H]1COC	18%
O=C(NCc1cccs1)c1cc2ccccc2oc1=O	9%
CC(Oc1ccc(-c2ccccc2)cc1)C(N)=O (centres undefined)	22%
O=C([C@H]1O[C@H](CCN2CCN(c3ccccc3)CC2)CC[C@@H]1O)N1CCOCC1	13%[86.2 µM]
CCCNC(=O)c1cccc2c(=O)c(C)c(-c3ccccc3)oc12	7%
CC(=O)NC12CC3CC(C1)CC(C(=O)NCC1CC1)(C3)C2	3%
CCOC(=O)CSc1nc2c(sc3cccc(F)c32)c(=O)n1Cc1ccc(OC)cc1	-15%
Cc1ccccc1NC(=O)CN(C)C1=NS(=O)(=O)c2ccccc21	16%
COc1ccccc1-n1cc(C(=O)NC(Cc2ccco2)C(=O)O)cn1 (centres undefined)	-32%
CCCOCCNC(=O)c1c(C)noc1-c1cccs1	25µM*
CN(C)C[C@H]1C[C@@H](CO)CN(C(=O)c2ccccc2OC(F)(F)C(F)F)C1	-12%
COCCNC(=O)C[C@@H]1C[C@H]2O[C@H](CNC3CCOCC3)[C@@H](O)[C@H]2O1	15%[86.2 µM]
C[C@@H]1CN(Cc2nnnn2CC(=O)NC2CCN(Cc3ccccc3)CC2)C[C@H](C)O1	-5%
CCCCNc1nc2c(-c3cccc(Br)c3)nnn2c2ccccc12	-2%
CN(Cc1ccc(C(=O)NCC(F)(F)F)cc1)C(=O)c1cccc(Cl)c1	-12%
Cc1ccc(C(=O)N(C)Cc2ccc(F)cc2)cc1	1%[86.2 µM]
COCC1CN(C(C)=O)CC12CCN(C(=O)NCc1ccc(F)cc1)CC2 (centres undefined)	18%
COc1ccccc1CNC(=O)c1nc(COc2c(C)occc2=O)no1	14%
COC(=O)CN1C(=O)[C@@H]2C[C@@H](O)CN2C2(CN(C3CCCC3)C2)C1=O	10%[86.2 µM]
CCc1ccccc1NC(=O)CNC(=O)c1cc(C2CC2)nc2c1cnn2C(C)C	?
CCc1nnc(NC(=O)c2nc(SCc3cccc(C)c3)ncc2Cl)s1	?
CCC(C)[C@H](NC(=O)Nc1ccc2oc(-c3cccnc3)nc2c1)C(=O)OC (some centres undefined)	?
Cc1nc(N2CCC(NC(=O)C3CCC3)CC2)cc(C(F)(F)F)n1	-9%
CCCOc1cccc(C2c3c(-c4ccccc4O)n[nH]c3C(=O)N2Cc2ccco2)c1 (centres undefined)	-30%
CO[C@H]1C(=O)N(C(C)C)[C@H]1C1CCNCC1	209%[activator]
Cc1cccc(CCCNC(=O)C2CC(=O)N(Cc3cccnc3)C2)c1 (centres undefined)	14%

With a hit mark in KDM5B inhibitor, among the entries above:
canonical_smiles	KDM5B inhibitor
CCOc1ccccc1C(=O)NCc1nnc2ccc(-c3ccc(C)c(C)c3)nn12	32µM*
Cc1noc(C)c1CCCNC(=O)c1ccc(N2CCN(CC3CC3)CC2)nc1	28µM*
CCCOCCNC(=O)c1c(C)noc1-c1cccs1	25µM*

This is a subset. The share of hits here may be higher or lower than overall.
